Assay outcomes from PubChem.
Anesthetic bind = qHTS Assay for Identification of Novel General Anesthetics; apoferritin/1-aminoanthracene competitive binding, fluorescence; Potency, µM (series often up to 77.5 µM), for inactives: top-dose activity change, negative = displacement, actives largely listed as inhibitors; Ferritin light chain (Equus caballus), P02791; AID 485281, 2010; actives 0.074% (n = 350,000); also: potency is read from the fitted curve at half-maximal effect; % is scaled to controls: 0 for no effect and ±100 for the full control effect; nearly all actives have a fitted effect of over 20% in size
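10 uM apoferritin + 50% sat. 1-AMA, PBS; cpd 10 min RT; Ex380/Em535 endpoint; normalized to free probe vs complex; 4-param Hill fit; propofol titration as pos. ctrl.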
POLB inh = qHTS Assay for Inhibitors of DNA Polymerase Beta. P06746. Pol beta primer extension/strand displacement, fluorescence kinetic. Potency, µM (doses to about 114 µM), inactives show at the top dose activity change, negative = inhibition, actives largely listed as inhibitors. actives 1.3% (n = 340,000); also: potency is read from the fitted curve at half-maximal effect; % is scaled to controls: 0 for no effect and ±100 for the full control effect
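Pol beta (10 nM) was preincubated with compound for 15 min at room temperature. The reaction was then started with 50 nM substrate and read immediately and after a further 10 min at room temperature.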
RGS4 inhibitor = Inhibitors of Regulator of G Protein Signaling (RGS) 4: qHTS | Regulator of G-protein signaling 4 (Homo sapiens), P49798 | Transcreener GDP fluorescence polarization, RGS4-accelerated GTP hydrolysis | Potency, µM (highest dose often 114 µM), for the others: top-dose activity change, negative = inhibition, actives largely listed as inhibitors | actives 0.039% (n = 390,000) | AID 504845, 2011; also: potency is read from the fitted curve at half-maximal effect; % is scaled to controls: 0 for no effect and ±100 for the full control effect; nearly all actives have a fitted effect of over 75% in size; some results filed as inactive show a strong effect at the top dose
Target sequence (P49798 whole entry, looked up): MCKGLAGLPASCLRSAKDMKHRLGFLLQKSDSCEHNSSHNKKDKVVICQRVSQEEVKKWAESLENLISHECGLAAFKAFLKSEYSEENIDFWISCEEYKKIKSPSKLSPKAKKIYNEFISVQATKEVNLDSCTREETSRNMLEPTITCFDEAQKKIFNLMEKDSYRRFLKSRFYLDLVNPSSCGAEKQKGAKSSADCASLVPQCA
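MLSMR compounds (23 nl, pin-transferred) preincubated 10 min at room temperature with a 500nM (2x) first reagent, then RGS4 at 900nM (2x) plus Transcreener GDP mix added; fluorescence polarization (620/688 nm) read before and after 90 min at 30 °C.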
POLK inh = qHTS for Inhibitors of Polymerase Kappa; purified Pol kappa, fluorescent DNA synthesis assay, 10 min; Potency, µM (top dose mostly 107 µM), without a hit: at the top dose activity, negative = inhibition, most hits filed as inhibitors; actives 0.53% (n = 400,000); DNA polymerase kappa (Homo sapiens), Q9UBT6; also: potency is read from the fitted curve at half-maximal effect; % is scaled to controls: 0 for no effect and ±100 for the full control effect
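Readout: fluorescence, taken kinetically at 0 and 10 min. Conditions: 10 nM Pol kappa, 15 min RT compound preincubation, 50 nM substrate final. Controls: enzyme-free buffer wells.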
LDHA block = qHTS assay for inhibitors of human lactate dehydrogenase; L-lactate dehydrogenase A chain (Homo sapiens), P00338; purified LDHA, NADH/diaphorase-resazurin fluorescence; active compounds read low; activity change, % (values are at about 110 or 230 µM); actives 0.15% (n = 480,000); in the data active = activity change below about -30%; inconclusive = mostly about -25% to -30%;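 also: plate controls were DMSO wells for no effect and wells without enzyme for full effect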
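Resorufin fluorescence (ex540/em590), read at 0 and 20 min after diaphorase/resazurin addition, reports the NADH left after a 5 min room-temperature reaction of 2 nM human LDH5 with 0.06 mM NADH and 0.2 mM pyruvate.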
Pol eta inh = qHTS for Inhibitors of Polymerase Eta; recombinant Pol eta, fluorescent DNA replication assay; Potency, µM (titrated, usually from 114 µM), for the others: top-dose activity change, negative = inhibition, hits mostly inhibitors; DNA polymerase eta (Homo sapiens), Q9Y253; actives 1.2% (n = 390,000); also: potency is read from the fitted curve at half-maximal effect; % is scaled to controls: 0 for no effect and ±100 for the full control effect
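Fluorescent replication assay: 50 nM final substrate added after a 15 min room-temperature compound preincubation with 10 nM enzyme. Signal taken at 0 min and again at 10 min.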
ERG Ets-DNA blk = qHTS for Small Molecule Inhibitors of the ERG Ets/DNA interaction. Transcriptional regulator ERG (Homo sapiens), P11308. fluorescence polarization, His-ERG Ets domain / labelled DNA. Potency, µM (titrated, usually from 76.9 µM), for inactives: at the highest dose FP activity, negative = inhibition, actives largely listed as inhibitors. actives 0.028% (n = 370,000). AID 624246, 2012; active = well fitted inhibition curve with a large enough effect in the polarisation, with a control signal flat; inconclusive = small, poorly fitted or top-dose-only effect, or effect the other way, or a change in a side signal; inactive = no such curve, though single readings can be large or run the other way; the % refers to the polarisation;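 also: polarization taken with two DNA probes labelled with fluorescein and Texas red; potency is read from the fitted curve at half-maximal effect; % of control where 0% means no effect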
Target sequence (P11308 whole entry, looked up, the tested form may be a part): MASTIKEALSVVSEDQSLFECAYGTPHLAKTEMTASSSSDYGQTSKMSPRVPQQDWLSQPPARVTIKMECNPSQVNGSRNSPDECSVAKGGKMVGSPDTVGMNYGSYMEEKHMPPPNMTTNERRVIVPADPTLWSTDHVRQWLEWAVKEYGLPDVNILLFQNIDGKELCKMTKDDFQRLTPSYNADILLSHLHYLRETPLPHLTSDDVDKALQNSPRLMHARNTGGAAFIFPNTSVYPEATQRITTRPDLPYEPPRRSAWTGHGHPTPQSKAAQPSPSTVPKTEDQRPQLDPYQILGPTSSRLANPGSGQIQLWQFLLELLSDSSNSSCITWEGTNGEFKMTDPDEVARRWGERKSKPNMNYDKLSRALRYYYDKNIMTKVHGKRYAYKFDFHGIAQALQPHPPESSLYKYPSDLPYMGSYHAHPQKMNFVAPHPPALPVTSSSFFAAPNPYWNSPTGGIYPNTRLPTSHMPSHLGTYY
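His-tagged ERG Ets domain (1 uM in the protein solution; 300mM KCl, 50mM Tris-HCl, 1mM EDTA, 1mM DTT, pH 7.5) received compound, then a probe mix of 5 nM fluorescein-DNA and 100nM Texas-615-DNA. Fluorescence polarization was read for both dyes.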
APE1 inh = qHTS Assay for Inhibitors of the Human Apurinic/apyrimidinic Endonuclease 1 (APE1). AID 2517, 2012. Potency, µM (titrated, usually from 65.8 µM), for the others: top-dose activity change, negative = inhibition, hits mostly inhibitors. actives 0.35% (n = 350,000). recombinant APE1, TAMRA/BHQ-2 abasic DNA cleavage fluorescence;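 also: potency is read from the fitted curve at half-maximal effect; plate controls were vehicle for no effect and reference inhibitor for full effect; nearly all actives have a fitted effect of over 55% in size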
Target sequence (P27695 whole entry, looked up): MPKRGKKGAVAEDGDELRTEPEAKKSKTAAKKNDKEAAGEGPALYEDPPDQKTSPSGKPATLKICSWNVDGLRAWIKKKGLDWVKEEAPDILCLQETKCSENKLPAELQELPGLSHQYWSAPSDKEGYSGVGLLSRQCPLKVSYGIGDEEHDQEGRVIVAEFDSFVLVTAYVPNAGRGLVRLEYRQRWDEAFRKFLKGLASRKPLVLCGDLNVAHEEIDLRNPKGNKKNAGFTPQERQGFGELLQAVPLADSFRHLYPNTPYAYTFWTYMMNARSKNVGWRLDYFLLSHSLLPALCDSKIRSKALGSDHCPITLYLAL
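APE1 at 0.75 nM final was preincubated with compound 15 min at room temperature, then 50 nM double-stranded THF abasic-site substrate (5'-TAMRA/3'-BHQ-2) was added. Fluorescence (ex 525/em 598 nm) was read kinetically; third-minus-first read gave activity.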
ALOX12 inh = Primary qHTS assay for inhibitors of human arachidonate 12S-lipoxygenase (ALOX12): Round 2 | Potency, µM (doses to about 108 µM), without a hit: at the top dose activity change, negative = inhibition, hits mostly inhibitors | AID 1671190, 2021 | actives 1.1% (n = 580,000) | purified 12hLO, xylenol orange hydroperoxide absorbance; also: potency is read from the fitted curve at half-maximal effect; % is scaled to controls: 0 for no effect and ±100 for the full control effect
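Hydroperoxide product was detected by ferrous iron/xylenol orange as the 573 to 405 nm absorbance ratio. Arachidonic acid at 40 uM (final) was turned over for 30 min at room temperature by 150 nM human 12hLO, pH 7.0 Hepes buffer, after 15 min compound preincubation.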
* hit, by the source's call; i = inactive; ? = inconclusive; . = no result given; & = joins results of further samples; [ ] = remark or other dose. Unless noted, calls follow the shape of the dose curve; as a rule, active = well fitted curve in the direction sought with a large enough effect; inconclusive = small, poorly fitted or top-dose-only effect, or another doubt; inactive = no such curve, though single readings can be large; an effect the other way counts as inactive or inconclusive.

SMILES | Anesthetic bind | POLB inh | RGS4 inhibitor | POLK inh | LDHA block | Pol eta inh | ERG Ets-DNA blk | APE1 inh | ALOX12 inh
CC1(C)CC(=O)C2=C(C1)N(CCN1CCOCC1)C1=C(C(=O)CC(C)(C)C1)C2c1cccc(F)c1 | 161%[activator] | -1% | -13% | -10% | 1 | 2% | 4% | -9% | 0%
Cc1ccc2c(C)c(C(=O)Nc3nnc(C)s3)oc2c1 | -10% | ? | 1% | -13% | -2 | 4% | 6% | -4% | -7%
COc1ccccc1-c1cc(C(F)(F)F)nc(S(=O)(=O)CCCC(=O)Nc2ccc(F)cc2F)n1 | -20% | ? | -21% | -4% | -7 | -21% | -5% | . | -1%
Cc1ccccc1NC(=O)C(C)OC(=O)CCC(=O)N(CC(C)C)c1c(N)n(CC(C)C)c(=O)[nH]c1=O (centres undefined) | . | . | 16% | -6% | -12 | -16% | -1% | -7% | -5%
Cc1cc(NC(=O)CSc2nnc(-c3ccncc3)n2Cc2ccccc2)n(-c2ccccc2)n1 | 2% | -7% | 3% | -6% | -1 | 1% | 6% | -2% | 198%[activator]
CC(=O)Nc1ccc(NC(=O)Cn2c(=O)n(-c3ccc(F)cc3)c(=O)c3oc4ccccc4c32)cc1 | -11% | 5% | -17% | -15% | -7 | -18% | -3% | -10% | 3%
CCOC(=O)CNC(=O)c1cc2c(=O)[nH]c3ccc(C)cc3c2s1 | -1% | 1% | 12% | 1% | -4 | -20% | 4% | 14% | .
CCS(=O)(=O)N1CCc2cc(C(=O)NCc3ccccc3OC)ccc21 | 0% | -12% | 3% | -9% | -7 | -2% | 4% | . | -22%
CCOC(=O)c1sc2nc(N3CCOCC3)c3c(c2c1N)CCCC3 | 1% | 1% | 13% | -3% | -9 | 1% | 0% | -4% | -9%
Cc1ccc(C(=O)OCC(=O)NNC(=O)c2ccc([N+](=O)[O-])cc2)o1 | . | . | 1% | -4% | 0 | ? | 8% | -26% | 2%
COc1cccc(-c2nnn(CC(=O)N3CCC(C)CC3)n2)c1 | -18% | 28% | 7% | -2% | 1 | -5% | 9% | -6% | i
CC(NC(=O)COc1ccccc1)C(=O)NC1=NCCS1 (centres undefined) | 2% | 11% | -26% | 2% | 1 | -7% | . | 3% | 5%
CC1CC(=O)N(C)c2cc([N+](=O)[O-])ccc2N1 (centres undefined) | -12% | 0% | -16% | 2% | 0 | -16% | 2% | 5% | -6%
CSc1ccc(CNc2ccc(Cl)cc2)cc1 | ? | 20% | 10% | -13% | 1 | -10% | . | -3% | 5%
Cc1ccnc2c1ccc1ccccc12 | -16% | 41% | 14% | -22%[60.1 µM] | -4&-1 | 1% | -4% | 6% | 0%
Cc1ccc(-c2csc(NC(=O)C3CC=CCC3C(=O)O)c2C(=O)OC(C)C)cc1 (centres undefined) | -12% | 14% | 23% | -9% | -7 | -5% | -13% | ? | -26%
CCOc1ccccc1OCCCC(=O)Nc1ccc(Cl)c(S(=O)(=O)N2CCOCC2)c1 | . | . | -2% | -11% | 2 | -8% | -5% | -18% | 337%[activator]
Cc1oc2c(c1C(=O)Nc1ccc(C(=O)O)cc1)CCCC2 | -9% | 7% | 10% | -4% | -5 | ? | -15% | 16% | 0%
CCN1C(=O)N[C@@H](c2cccs2)C(C(=O)OC)=C1C | . | . | 30% | -16% | -11 | 1% | 1% | -2%[12.4 µM] | 1%
COC(=O)CSc1nc2cc(C)ccc2cc1C#N | 55%[activator] | 0% | -3% | -2% | -1 | -12% | 0% | -4% | 13%

Copied from the listing, 2 compounds:
SMILES | Anesthetic bind | POLB inh | RGS4 inhibitor | POLK inh | LDHA block | Pol eta inh | ERG Ets-DNA blk | APE1 inh | ALOX12 inh
CC1CC(=O)N(C)c2cc([N+](=O)[O-])ccc2N1 (centres undefined) | -12% | 0% | -16% | 2% | 0 | -16% | 2% | 5% | -6%
CSc1ccc(CNc2ccc(Cl)cc2)cc1 | ? | 20% | 10% | -13% | 1 | -10% | . | -3% | 5%

Additional entries.
SMILES | Anesthetic bind | POLB inh | RGS4 inhibitor | POLK inh | LDHA block | Pol eta inh | ERG Ets-DNA blk | APE1 inh | ALOX12 inh
CCCOc1ccccc1C(=O)N1CCCCC1CCN1CCOCC1 (centres undefined) | -9% | 10% | -8% | 5% | -8 | -6% | -1% | . | ?
O=[N+]([O-])c1cc2c(c3cccnc13)COCO2 | . | . | -50% | -21% | 25 | 10µM* | . | . | -17%
CCC(C)(C)NC(=O)C(c1ccccc1Cl)N(C(=O)CCC(=O)Nc1cc(C)on1)c1ccc(NC(C)=O)cc1 (centres undefined) | 6% | -13% | 6% | 3% | -11 | 11% | 7% | 69%[activator] | 3%
C=C(C)Cn1c(SCC(=O)Nc2cccc(C)c2)nc2sc3c(c2c1=O)CCCC3 | -4% | 8% | 7% | ? | -1 | -15% | -12% | . | 0%
CC(C)NS(=O)(=O)c1ccc(OCC(=O)N2CCN(c3ccccc3F)CC2)cc1 | -14% | -15% | -21% | 10% | 2 | -16% | 1% | . | 0%
CCc1nnc(NC(=O)C2c3ccccc3Oc3ccccc32)s1 | -15% | 9% | -2% | 1% | -4 | -9% | -7% | 2% | -23%
N/C(=N\OC(=O)CCCN1C(=O)c2ccccc2C1=O)c1ccc(Br)cc1 | . | . | 16% | -1% | -16 | -2% | -10% | . | -2%
O=S(=O)(Nc1nc2ccccc2nc1N1CCc2ccccc2C1)c1ccc(Cl)cc1 | -13% | 23% | 16% | -23% | 2 | 6% | 16% | 2% | 0%
Cn1cccc1/C=N/n1c(-c2ccccc2)n[nH]c1=S | -10% | 0% | -23% | -4% | -3 | 4% | 9% | -5% | ?
COc1ccc(CCNC(=O)c2ccc3c(c2)N(Cc2ccccc2F)C(=O)c2ccccc2S3(=O)=O)cc1OC | -3% | 30% | -8% | 0% | -4 | -16% | 5% | . | -22%

In the list so far, four contain an aryl thioether with sulfur outside any ring:
SMILES | Anesthetic bind | POLB inh | RGS4 inhibitor | POLK inh | LDHA block | Pol eta inh | ERG Ets-DNA blk | APE1 inh | ALOX12 inh
Cc1cc(NC(=O)CSc2nnc(-c3ccncc3)n2Cc2ccccc2)n(-c2ccccc2)n1 | 2% | -7% | 3% | -6% | -1 | 1% | 6% | -2% | 198%[activator]
CSc1ccc(CNc2ccc(Cl)cc2)cc1 | ? | 20% | 10% | -13% | 1 | -10% | . | -3% | 5%
COC(=O)CSc1nc2cc(C)ccc2cc1C#N | 55%[activator] | 0% | -3% | -2% | -1 | -12% | 0% | -4% | 13%
C=C(C)Cn1c(SCC(=O)Nc2cccc(C)c2)nc2sc3c(c2c1=O)CCCC3 | -4% | 8% | 7% | ? | -1 | -15% | -12% | . | 0%

(list continues)
SMILES | Anesthetic bind | POLB inh | RGS4 inhibitor | POLK inh | LDHA block | Pol eta inh | ERG Ets-DNA blk | APE1 inh | ALOX12 inh
COc1ccccc1N1CCN(S(=O)(=O)c2cn(C)c(=O)n(C)c2=O)CC1 | -5% | 0% | -3% | -17% | -4 | -19% | -5% | 2% | 32%[activator]
CCN(CC)S(=O)(=O)c1ccc2nc(SC)sc2c1 | ? | 9% | -28% | -12% | -5 | -2% | -3% | -3% | 18%
CN(C)S(=O)(=O)c1cccc(NC(=S)N/N=C/c2ccco2)c1 | -7% | 3% | -29% | -15% | -15 | -4% | -8% | 1% | 0%
O=C(Cc1ccccc1)Nc1ccc(C(=O)Nc2ccccc2C(=O)O)cc1 | -13% | 0% | -16% | -6% | -15 | -4% | -1% | 23% | -7%
O=c1oc(-c2ccc(O)c(O)c2)cc2cccc(O)c12 | . | . | -13% | ? | 11 | 35µM* | 0% | -3% | 4.5µM*
O=C(N/N=C\c1ccc(O)c([N+](=O)[O-])c1)c1ccccc1-n1cccc1 | -2% | 0% | 12% | -17% | 1 | -9% | -1% | 5% | -3%
CC(=O)Nc1ccc(S(=O)(=O)NCCc2ccc(F)cc2)cc1 | ? | ? | 9% | -8% | -4 | -6% | -2% | ? | 17%
CCOc1ccccc1OCC(=O)OCc1csc(CC(=O)Nc2ccccc2C)n1 | . | . | 6% | -8% | -6 | -13% | -3% | -9% | 2%
COc1ccccc1Nc1nc(N)nc(CN2CCc3ccccc3C2)n1 | 4% | 32% | 3% | -1% | -2 | -6% | -6% | 11% | -13%
O=C(O)c1cc(=S)nc[nH]1 | . | . | ? | -18% | 8 | 2% | -5% | . | -15%
COCCCNC(=O)/C(C#N)=C/c1c(N2CCN(C)CC2)nc2ccccn2c1=O | 186%[activator] | 11% | 27% | -5% | -1 | -3% | -5% | 37% | 51%

Only part of the results is shown, so the mix of outcomes need not match the whole.
